Assay outcomes deposited in PubChem BioAssay by several laboratories.
GDH-TPI inh – GDH-TPI coupling enzyme inhibitors, primary screen, artefact control for M. tuberculosis FBA inhibitor project, biochemical, absorbance, full deck; inhibition, % at 4.8 µM; GDH-TPI coupled enzyme counterscreen, NADH absorbance; hit rate 1.2% among 360,000; in the data active = inhibition above about 30%;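 note: 0% = DMSO wells and 100% = wells lacking the enzyme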
PfHsp40 yeast – rescue of yeast from PfHsp40 toxicity, primary screen, S. cerevisiae, ATP luminescence; S. cerevisiae expressing PfHsp40, growth rescue; growth rescue, % at 12.5 µM; AID 504582, 2011; hit rate 0.68% among 340,000; in the data active = growth rescue above about 28%, passing the limit was not always enough; inconclusive = no clear call, values can overlap the other calls;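 note: yeast W303a lacking pdr1 and pdr3 grown in galactose medium; growth measured after three days at 30 °C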
UGM FP inh – M. tuberculosis UGM enzyme inhibitors, primary screen, biochemical, fluorescence polarization, single point; UDP-galactopyranose mutase (Mycobacterium tuberculosis (strain ATCC 25618 / H37Rv)), …; purified UGM, fluorescence polarization probe displacement; inhibition, % at 10 µM; hit rate 0.06% among 320,000; in the data active = inhibition above about 10%, passing the limit was not always enough; inconclusive = no clear call, values can overlap the other calls
Mtb FBA inh – Mtb FBA enzyme inhibitors, primary screen, biochemical, fluorescence, strain H37Rv; hit rate 2.3% among 360,000; AID 588726, 2011; inhibition, % at 1 µM; purified M. tuberculosis FBA, fluorescence read-out; in the data active = inhibition above about 27%;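 note: 0% = vehicle and 100% = reference inhibitor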
Target sequence (P9WQA3 whole entry, looked up): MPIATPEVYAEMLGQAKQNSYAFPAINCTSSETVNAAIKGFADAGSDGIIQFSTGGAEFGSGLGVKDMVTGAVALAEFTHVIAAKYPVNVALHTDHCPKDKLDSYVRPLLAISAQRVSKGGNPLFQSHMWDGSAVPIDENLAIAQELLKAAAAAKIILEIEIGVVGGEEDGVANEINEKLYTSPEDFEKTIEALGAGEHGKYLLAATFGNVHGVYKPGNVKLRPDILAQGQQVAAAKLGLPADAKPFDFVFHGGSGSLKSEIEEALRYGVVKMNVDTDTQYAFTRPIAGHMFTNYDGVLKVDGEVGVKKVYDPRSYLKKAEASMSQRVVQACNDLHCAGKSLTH
BoNT-A LC inh2 – BoNT/A light chain protease inhibitors, primary screen, biochemical, flow cytometry, MLPCN library; inhibition, % at 10 µM; hit rate 0.17% among 360,000; AID 588499, 2011; Botulinum neurotoxin type A light chain protease (Clostridium botulinum A str. ATCC 3502); multiplex microsphere protease substrate cleavage; note: plate controls were buffer without enzyme for full effect and enzyme alone for no effect
FadD28 binding – inhibitors of FadD28 bisubstrate probe binding, primary screen, biochemical, fluorescence polarization, single point | inhibition, % at 12.5 µM | hit rate 0.22% among 360,000 | AID 588549, 2011; in the data active = inhibition above about 8.5%, passing the limit was not always enough; inconclusive = no clear call, values can overlap the other calls
Anthrax LF inh2 – Bacillus anthracis LF protease inhibitors, primary screen, biochemical, multiplex microsphere, MLPCN library. hit rate 0.12% among 360,000. inhibition, % at 10 µM. multiplex microsphere protease cleavage assay. Lethal factor (Bacillus anthracis), P15917; note: plate controls were buffer without enzyme for full effect and enzyme alone for no effect
Target sequence (P15917 whole entry, looked up): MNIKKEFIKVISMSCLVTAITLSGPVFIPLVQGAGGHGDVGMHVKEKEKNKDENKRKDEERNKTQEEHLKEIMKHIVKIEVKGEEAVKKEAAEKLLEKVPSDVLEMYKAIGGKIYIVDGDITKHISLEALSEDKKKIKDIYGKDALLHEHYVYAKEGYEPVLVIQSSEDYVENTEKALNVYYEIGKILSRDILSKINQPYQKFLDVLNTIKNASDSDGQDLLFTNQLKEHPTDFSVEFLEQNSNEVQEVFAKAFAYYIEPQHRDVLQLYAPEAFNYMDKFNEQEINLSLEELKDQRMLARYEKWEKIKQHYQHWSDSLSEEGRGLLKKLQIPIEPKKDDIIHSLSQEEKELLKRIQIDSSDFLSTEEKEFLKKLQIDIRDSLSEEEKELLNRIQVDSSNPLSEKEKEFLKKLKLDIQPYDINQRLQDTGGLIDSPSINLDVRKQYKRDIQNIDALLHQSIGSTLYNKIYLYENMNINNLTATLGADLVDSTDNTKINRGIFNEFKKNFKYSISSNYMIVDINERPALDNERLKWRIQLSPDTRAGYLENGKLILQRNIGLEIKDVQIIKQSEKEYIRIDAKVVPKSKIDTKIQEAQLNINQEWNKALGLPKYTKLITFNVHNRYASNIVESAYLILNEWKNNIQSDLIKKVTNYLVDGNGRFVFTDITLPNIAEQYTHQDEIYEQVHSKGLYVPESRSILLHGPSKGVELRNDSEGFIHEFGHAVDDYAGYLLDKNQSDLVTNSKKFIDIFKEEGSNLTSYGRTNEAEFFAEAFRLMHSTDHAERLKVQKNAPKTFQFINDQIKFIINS
BioA inh – M. tuberculosis BioA enzyme inhibitors, primary screen, biochemical, plate reader, single point, HTS | 7,8-diaminopelargonic acid synthase BioA (Mycobacterium tuberculosis) | purified M. tuberculosis BioA enzyme | inhibition, % at 9.99 µM | hit rate 0.096% among 360,000; in the data active = inhibition above about 40%; inconclusive = no clear call, values can overlap the other calls
BoNT F protease – BoNT/F light chain protease inhibitors, primary screen, biochemical, flow cytometry, MLPCN library; inhibition, % at 10 µM; AID 588497, 2011; Multiplex microsphere protease cleavage assay; hit rate 0.22% among 360,000; in the data active = inhibition above about 35%, passing the limit was not always enough; inconclusive = no clear call, values can overlap the other calls; note: plate controls were buffer without enzyme for full effect and enzyme alone for no effect
* marks the source's active call; other numbers are inactive results; ? = inconclusive; . = not tested or not shown. Cut-off read from the data, not from the text of the source, unless noted: active = inhibition above about 30%; inconclusive = no clear call, values can overlap the other calls; inactive = below that.

item | Compound | GDH-TPI inh | PfHsp40 yeast | UGM FP inh | Mtb FBA inh | BoNT-A LC inh2 | FadD28 binding | Anthrax LF inh2 | BioA inh | BoNT F protease
1 | Cc1ccc(S(=O)(=O)NNC2=NCCCCC2)cc1 | -9.9 | -1.0 | 0.7 | 0.4 | -0.3 | -1.7 | -2.0 | -0.9 | 5.8
2 | COc1ccc(C(=O)c2sc3nc(-c4ccc(OC)cc4)ccc3c2N)cc1 | 18.7 | -0.2 | 3.8 | 33.9* | 20.8 | -0.6 | 10.4 | . | 5.7
3 | COc1cc(C(=O)O/N=C2\C=CC(=O)C=C2C)cc(OC)c1OC | 11.2 | -1.4 | -2.1 | 0.7 | 0.2 | 1.1 | 1.5 | . | 0.5
4 | O=C(CCCN1C(=O)/C(=C\c2cccs2)SC1=S)NNC(=O)c1ccncc1 | 10.6 | 0.0 | -0.3 | -4.2 | 0.1 | -0.8 | 3.7 | . | 3.6
5 | Cc1oc2c(CN(C)C)c(O)ccc2c(=O)c1-c1cscn1 | 26.2 | 0.2 | -0.9 | 65.9* | 0.0 | 0.5 | -2.6 | -0.5 | -2.3
6 | O=C(NN1C(=O)C2C(C1=O)C1C=CC2C12CC2)c1ccncc1 (stereo unspecified) | 0.9 | 0.2 | -1.3 | -4.7 | -0.1 | -0.2 | 5.1 | -2.7 | -9.9
7 | Nc1nc2ncc(C(=O)c3cc(F)ccc3O)cc2s1 | 17.2 | -1.1 | 0.1 | 1.2 | 0.6 | 0.7 | 7.2 | -2.1 | -4.7
8 | COc1ccccc1CC(=O)Nc1ccc2c(c1)OC1(CCCC1)O2 | 0.0 | 14.3 | 2.5 | 2.8 | -0.8 | -3.4 | 0.3 | -1.5 | -9.0
9 | CNC(=S)NNC(=O)c1oc2nc(-c3ccccc3)cc(C)c2c1N | 20.1 | -2.9 | -2.0 | 15.6 | -0.2 | -2.0 | 1.7 | . | -6.3
10 | Cc1ccc2c(Cl)c(C)c(N3CCCCC3)nc2n1 | 21.9 | -0.3 | 1.3 | 0.6 | -0.2 | -0.8 | -0.4 | . | -2.7
11 | CCOC(=O)CC(=O)Nc1ccc(Br)cc1C(=O)O | -5.0 | -0.6 | 3.5 | 8.6 | -0.6 | -1.9 | -5.3 | 0.1 | -23.2
12 | Cc1cccc2c(=O)n(C(=O)c3ccccc3)c(N)nc12 | -2.6 | . | . | 4.1 | 0.3 | -3.8 | -5.4 | -0.5 | 4.7
13 | Cc1nnc2n(-c3ccccc3)c(=O)c3c4c(sc3n12)CC(C)CC4 (stereo unspecified) | -6.6 | 0.4 | -0.6 | -3.4 | 2.6 | -3.6 | 2.7 | -0.7 | 1.5
14 | O=C(c1cc2cccc([N+](=O)[O-])c2oc1=O)N1CCOCC1 | 12.3 | 0.2 | -2.2 | -0.2 | -3.6 | -2.5 | -9.5 | -1.9 | 3.2
15 | CC(CCc1ccccc1)NC(=O)C1CCN(S(=O)(=O)c2ccc(F)cc2)CC1 (stereo unspecified) | 7.1 | -0.2 | -2.7 | -0.1 | -1.2 | -0.3 | -1.6 | -0.4 | -2.5

3 compounds already listed, ordered by molecular weight, lowest first:
item | Compound | GDH-TPI inh | PfHsp40 yeast | UGM FP inh | Mtb FBA inh | BoNT-A LC inh2 | FadD28 binding | Anthrax LF inh2 | BioA inh | BoNT F protease
8 | COc1ccccc1CC(=O)Nc1ccc2c(c1)OC1(CCCC1)O2 | 0.0 | 14.3 | 2.5 | 2.8 | -0.8 | -3.4 | 0.3 | -1.5 | -9.0
2 | COc1ccc(C(=O)c2sc3nc(-c4ccc(OC)cc4)ccc3c2N)cc1 | 18.7 | -0.2 | 3.8 | 33.9* | 20.8 | -0.6 | 10.4 | . | 5.7
4 | O=C(CCCN1C(=O)/C(=C\c2cccs2)SC1=S)NNC(=O)c1ccncc1 | 10.6 | 0.0 | -0.3 | -4.2 | 0.1 | -0.8 | 3.7 | . | 3.6

Other compounds
item | Compound | GDH-TPI inh | PfHsp40 yeast | UGM FP inh | Mtb FBA inh | BoNT-A LC inh2 | FadD28 binding | Anthrax LF inh2 | BioA inh | BoNT F protease
16 | COc1ccc(CN2C(=O)CN=C2Nc2cc(C)ccc2C)cc1 | -0.4 | 1.0 | -1.8 | -0.9 | -0.8 | 0.0 | -1.8 | -0.8 | 19.4
17 | CCOC(=O)N1CCN(c2ncnc3c2cnn3-c2ccc(OC)cc2)CC1 | -2.8 | 2.9 | . | 4.5 | 0.7 | 1.1 | 3.3 | 4.5 | -2.5
18 | Cc1ccc(NC(=O)CN(C)C(=O)CSc2nc3ccccc3c(=O)n2Cc2ccco2)cc1 | 3.4 | 1.5 | -5.9 | 4.0 | -0.4 | -1.0 | -2.7 | . | 2.4
19 | O=C(O)CC/C(=N/NC(=O)CNC(=O)c1ccc2c(c1)OCCO2)c1ccccc1 | 0.8 | -1.0 | -2.4 | 2.5 | -2.5 | 1.4 | 1.1 | 2.0 | -10.0
20 | CC(=O)NNc1[nH]c2c(c(=O)c1[N+](=O)[O-])c(=O)n(C)c(=O)n2C | 10.7 | -0.4 | 3.2 | -1.1 | 0.8 | -5.3 | -1.2 | 1.3 | -5.5
21 | CCOc1ccc(N2C(=O)C3C4C=CC([C@H]5CC45)[C@@H]3C2=O)cc1 (stereo partly specified) | 6.9 | -2.3 | 0.7 | 2.1 | -1.2 | -3.3 | -17.5 | -1.4 | -17.0
22 | O=C(NNC(=O)C12CC3CC(CC(C3)C1)C2)c1ccccc1F | -10.1 | 0.8 | 1.7 | 0.8 | -0.4 | -4.0 | 2.0 | -3.1 | -6.6
23 | CCOC(=O)C1=C[C@@H](C)N(S(=O)(=O)c2ccc(C)cc2)[C@H]1c1ccccc1 | . | . | . | -1.9 | -0.2 | -3.2 | -0.7 | -0.7 | -0.7
24 | C=CCn1c(O)c(C(CC)=Nc2ccccc2NC(=O)CC)c(=O)[nH]c1=O | -3.0 | -0.2 | -0.7 | 0.2 | ? | -3.7 | -3.4 | -2.1 | 0.7
25 | CCOc1ccc(-n2c(CCc3ccccc3)n[nH]c2=S)cc1 | -3.1 | 0.7 | 0.0 | -1.8 | 0.0 | 1.1 | -0.6 | . | 1.0
26 | O=C(Cc1ccc(F)cc1)Nc1c2c(nn1-c1cccc(Cl)c1)CS(=O)C2 (stereo unspecified) | 8.4 | 9.8 | -0.4 | 1.8 | 0.1 | -1.1 | -0.6 | 0.9 | 5.6
27 | Fc1ccccc1N1CCN(Cc2nc(-c3ccc(Cl)cc3Cl)no2)CC1 | -5.0 | 3.4 | 3.3 | 3.1 | -0.3 | -0.6 | 0.0 | -1.3 | 1.7
28 | CC(C)n1cnnc1SCC(=O)Nc1cccc(S(=O)(=O)N(C)c2ccccc2)c1 | -3.4 | -0.7 | 1.5 | 3.3 | -0.4 | -0.6 | -11.3 | 1.4 | -1.7
29 | O=C(Nc1ccccc1NC(=O)c1c(F)cccc1F)c1c(F)cccc1F | -5.3 | -1.4 | 0.8 | -1.2 | -3.6 | -7.5 | 8.4 | -0.1 | 1.1
30 | Cc1cc(NC(=O)C(C)SCC(=O)Nc2cc(C(F)(F)F)ccc2N2CCCCC2)no1 (stereo unspecified) | 7.3 | 2.5 | 1.5 | 4.5 | -1.8 | -2.8 | -0.9 | 0.6 | -3.7
31 | Cc1ccc(N2C(=O)CC(Nc3ccc(Cl)c(S(=O)(=O)N(C)C)c3)C2=O)c(C)c1 (stereo unspecified) | -5.8 | 1.2 | -0.8 | -2.7 | 0.7 | 0.7 | -3.1 | -0.7 | -1.4
32 | CCOC(=O)Nc1ccccc1C(=O)Nc1cc(C)cc(C)c1 | 0.6 | -0.1 | -1.3 | -2.1 | -0.6 | -1.4 | 1.0 | 1.4 | -3.2
33 | O=c1cc(O)nc(SCc2ccccc2)[nH]1 | 6.1 | 0.0 | 0.4 | 0.2 | -1.4 | -2.2 | 0.7 | -1.9 | -1.4
34 | CCOc1ccc(NC(=O)N(CCN(C)C)C(C)c2cccnc2)cc1 (stereo unspecified) | -14.3 | 0.4 | -4.4 | 3.0 | -0.8 | -0.3 | -0.4 | -0.7 | -4.7
35 | CCOc1ccccc1NC(=O)c1nc(S(=O)(=O)Cc2cccc(C)c2)ncc1Cl | 13.0 | -0.1 | -3.1 | 3.4 | -0.3 | -1.3 | -2.1 | -0.3 | -3.1
36 | O=C(NCC(=O)N1CCCC(C(F)(F)F)C1)c1ccccc1Br (stereo unspecified) | 4.9 | -1.6 | . | 2.1 | 5.0 | -1.8 | ? | -2.2 | -8.5
37 | O=C(NCc1ccc2c(c1)OCO2)C12CC3CC(CC(C3)C1)C2 | -15.2 | -0.3 | -4.4 | -2.8 | -1.6 | -4.4 | -1.7 | -0.9 | -4.9
38 | CCN(C[C@H]1N[C@@](CC)(C(=O)OC)[C@H]2C(=O)N(Cc3ccccc3)C(=O)[C@@H]12)S(=O)(=O)c1ccc(C(C)(C)C)cc1 | 0.9 | 19.6 | -0.5 | -1.3 | -0.8 | -0.5 | 1.4 | -0.1 | -2.9
39 | c1ccc(C2Oc3ccccc3C3CC(c4cccs4)=NN32)cc1 (stereo unspecified) | 17.3 | 2.6 | -2.3 | -0.7 | 4.0 | -3.6 | 4.1 | 1.3 | 7.2
40 | O=C(Nc1ccc2nn(-c3ccccc3)nc2c1)c1cccs1 | 13.9 | -0.2 | -1.2 | 2.8 | -1.8 | 0.5 | -2.5 | -0.1 | -12.2
41 | Clc1ccc(CSc2nnc(/C=C/c3ccccc3)o2)cc1 | 8.6 | 0.0 | 4.4 | 5.0 | 0.0 | -2.4 | -3.3 | -1.3 | 2.5
42 | N#C/C(=C/c1cn(CC(=O)O)c2ccccc12)C(=O)NCc1ccccc1 | 9.3 | -1.4 | -1.7 | 0.4 | -1.4 | -0.8 | 3.0 | . | -2.6
43 | CCOC(=O)c1[nH]c(C)c(CCC(=O)OC)c1C | 11.9 | -0.4 | 4.4 | -0.9 | -2.0 | -0.9 | -5.3 | -3.2 | -22.3
44 | O=C1CC(SCc2nc3ccccc3[nH]2)C(=O)N1c1ccc(Cl)cc1 (stereo unspecified) | 4.5 | 5.2 | -3.0 | 4.2 | -1.0 | -4.1 | -2.2 | 5.8 | -32.5
45 | CCCc1c(C)c2ccccc2[nH]c1=O | 12.8 | 0.7 | 0.6 | 3.0 | -0.9 | 0.2 | 4.1 | 1.9 | -3.2
46 | CC(NS(=O)(=O)c1ccc2[nH]c(=O)[nH]c2c1)c1ccc(F)cc1 (stereo unspecified) | 24.7 | . | . | 2.5 | 0.3 | -0.9 | -0.2 | -3.4 | -6.5
47 | CNc1nc(C)nc(N/N=C/c2ccccc2)n1 | -6.0 | 0.5 | 2.9 | -3.2 | -0.6 | -3.2 | 1.6 | . | -2.3
48 | O=S(=O)(Cc1ccccc1)Oc1ccccc1 | -1.8 | 1.3 | 1.1 | 1.2 | -11.7 | -2.1 | 8.2 | . | ?
49 | CCCn1c(SCC(=O)NC2CCCC2)nnc1-c1cccnc1 | -10.1 | 0.2 | -3.2 | 1.8 | 1.0 | -0.7 | -2.3 | -7.8 | -0.7
50 | [C-]#[N+][C@H](O[C@@H]1O[C@H](CO)[C@@H](O)[C@H](O)[C@H]1O)c1ccccc1 | -5.6 | -0.4 | -0.5 | -0.8 | 0.1 | -3.6 | 4.6 | 0.1 | 2.4
51 | COC(=O)[C@@]12CCCN1[C@H](c1ccc(-c3cccc(Cl)c3)cc1)[C@H]1C(=O)N(C)C(=O)[C@H]12 | 5.8 | 0.0 | -0.5 | -0.3 | -0.1 | -2.5 | 6.4 | 8.8 | -1.9
52 | CCCNC(=O)Cn1cnc2sc(C(=O)Nc3ccc4c(c3)OCO4)c(C)c2c1=O | 4.6 | -0.2 | -4.6 | 3.5 | 0.2 | -0.8 | -2.9 | -0.1 | -6.2

Single values from the entries so far:
#49 @ FadD28 binding = -0.7
#52 @ BioA inh = -0.1
